Bioassay records as filed in PubChem BioAssay.
TAAR1 antag: human TAAR1 antagonism | 360,000 tested, 1.5% active | CHO RD-HGA16 TAAR1, Fluo-8 calcium fluorescence, antagonist | AID 624466 | inhibition, % at 3 µM;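 active = inhibition above a per-plate cutoff, the mean inhibition of test compounds on that plate plus 3 SD, cut at about 49% in these data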;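 note: 0% = DMSO plus EC80 beta-PEA response and 100% = DMSO alone without agonist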
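Test system: CHO RD-HGA16 cells bearing hTAAR1 | Reagent: β-PEA, EC80 | Compound dosing: 3 µM, single point | Schedule: Dye loading 75 min at 37 °C, then 30 min room temperature | Signal: Calcium fluorescence with Fluo-8 | Evaluation: Percent inhibition of PEA-evoked calcium signal, max/basal emission ratio | Control set: DMSO-only wells and EC80 β-PEA-stimulated wells | Repeats: Singlicate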
TAAR1 agonist: human TAAR1 agonism; CHO RD-HGA16 TAAR1, Fluo-8 calcium fluorescence; vehicle wells 0%, saturating PEA agonist 100%; activation, % at 3 µM; 360,000 tested, 0.99% active; AID 624467;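 active = activation above the mean activation of all test compounds in the run plus 3 SD, cut at about 38% in these data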
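Benchmarks: low control DMSO, high control PEA (EC100); System: CHO RD-HGA16 cells carrying human TAAR1 plus Gα16; Detection: Fluo-8 fluorescence, 5 s baseline then 140 s kinetic read; Schedule: 17-24 h plating, Fluo-8 75 min 37 °C, 30 min RT; Read-out basis: % activation from peak over basal fluorescence ratio, DMSO-to-PEA scaled.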
CHO parental Ca: counter-screen: ATP calcium response change in parental CHO cells; parental CHO-K1, ATP-induced calcium, Fluo-8 fluorescence; inhibition, % at 5.6 µM; 330,000 tested, 0.63% active; AID 463079;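 active = inhibition above that plate's mean sample inhibition plus 3 SD, cut at about 26% in these data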;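 note: 0% = ATP-challenged DMSO wells and 100% = DMSO wells without ATP; some compounds past the cut are filed as inactive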
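Measured by: calcium-sensitive Fluo-8 fluorescence / Test system: CHO parental line / Controls: ATP-challenged DMSO wells low, unchallenged DMSO wells high / Measure: % inhibition / Compound: single nominal dose of 5.6 µM per compound / Replicates: single well per compound, no replicates / Reagent: ATP as calcium-mobilizing challenge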
M1 ag: agonists of human M1 muscarinic receptor; P11229; CHO-K1 hM1, Fluo-8 calcium fluorescence, agonist mode; 0% DMSO, 100% acetylcholine EC100; activation, % at 3 µM; 360,000 tested, 0.33% active; AID 588814;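 active = activation above the run's mean compound activation plus 3 SD, cut at about 16% in these data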;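 note: peak over basal fluorescence ratio within a 140 s kinetic read after compound addition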
Target sequence (P11229 whole entry, looked up): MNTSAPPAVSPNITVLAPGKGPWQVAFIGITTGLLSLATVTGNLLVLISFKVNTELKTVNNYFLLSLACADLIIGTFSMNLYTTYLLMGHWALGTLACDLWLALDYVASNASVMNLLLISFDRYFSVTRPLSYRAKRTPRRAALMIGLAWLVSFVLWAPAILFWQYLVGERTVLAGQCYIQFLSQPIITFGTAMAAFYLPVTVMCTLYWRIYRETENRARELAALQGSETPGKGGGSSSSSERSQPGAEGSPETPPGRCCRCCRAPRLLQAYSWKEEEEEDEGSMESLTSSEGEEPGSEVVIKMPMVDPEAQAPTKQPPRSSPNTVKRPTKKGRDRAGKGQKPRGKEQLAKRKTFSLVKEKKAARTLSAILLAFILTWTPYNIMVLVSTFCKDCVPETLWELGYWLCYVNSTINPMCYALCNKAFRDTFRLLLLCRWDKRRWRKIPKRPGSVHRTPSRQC
V1aR counter: counter-screen for oxytocin receptor agonists: human V1a receptor agonists | 320,000 tested, 0.25% active | AID 2797 | activation, % at 3 µM | CHO-V1R cells, Fluo-8 calcium fluorescence, agonist mode; 0% DMSO, 100% 3 nM vasopressin | P37288;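 active = activation above the mean activation of all tested compounds plus 3 SD, per screening run, cut at about 20% in these data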;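 note: signal is peak over basal fluorescence ratio across a 100 second FLIPR read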
CHRM1 antagonist: human CHRM1 antagonism | P11229 | CHO-K1 hM1, Fluo-8 calcium fluorescence, ACh EC80 antagonist | inhibition, % at 3 µM | 360,000 tested, 1.3% active;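 active = percent inhibition above its own plate's cutoff, namely the mean of that plate's compound wells plus 3 SD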;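 note: peak over basal fluorescence ratio during 140 s after agonist addition; 0% = ACh EC80 plus DMSO and 100% = DMSO alone without agonist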
OXTR potentiator: potentiates the human oxytocin receptor response; CHO-OTR cells, Fluo-8 calcium fluorescence, potentiator mode; 0% = oxytocin EC15, 100% = EC100; activation, % at 3 µM; 320,000 tested, 0.061% active;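 active = activation above that plate's cutoff, the mean activation of tested compounds plus 3 SD, cut at about 6.6% in these data, passing the limit was not always enough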;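 note: 100% uses oxytocin at 75 nM as the full agonist control; some results filed as inactive read as strong as hits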
Target sequence (P30559 whole entry, looked up): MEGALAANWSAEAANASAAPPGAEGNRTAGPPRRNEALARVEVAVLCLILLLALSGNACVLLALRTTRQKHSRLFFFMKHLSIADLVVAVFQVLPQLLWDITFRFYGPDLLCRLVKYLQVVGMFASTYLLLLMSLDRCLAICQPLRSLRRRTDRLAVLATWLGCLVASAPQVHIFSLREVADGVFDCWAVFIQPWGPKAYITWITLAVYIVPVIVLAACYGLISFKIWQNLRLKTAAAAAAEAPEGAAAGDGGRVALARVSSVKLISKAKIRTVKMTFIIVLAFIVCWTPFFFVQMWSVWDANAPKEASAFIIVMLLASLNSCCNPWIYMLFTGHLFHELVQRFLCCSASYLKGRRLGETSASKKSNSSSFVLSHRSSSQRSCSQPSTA
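System: human OTR in CHO cells; Also added: sub-maximal oxytocin, roughly EC15; Timing: compound 6 min at room temperature before oxytocin, 100 s read; Technique: Fluo-8 intracellular calcium fluorescence, ex 470-495, em 515-575 nm; Controls: oxytocin EC15 low and EC100 high; Replication: singlicate.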
CHRM1 PAM: potentiates human M1 receptor response to acetylcholine. activation, % at 3 µM. P11229. AID 588819. CHO-K1 hM1, Fluo-8 calcium fluorescence, ACh EC20; 0% = ACh EC20, 100% = maximal ACh. 360,000 tested, 0.088% active; in the data active = activation above about 19%, passing the limit was not always enough
OXTR agonist: agonists of human oxytocin receptor | P30559 | CHO-OTR cells, Fluo-8 calcium fluorescence; normalized: DMSO 0%, oxytocin 100% | activation, % at 3 µM | 320,000 tested, 0.32% active | AID 2435;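 active = activation above the mean of all tested compounds plus 3 SD, cutoff set per screening run, cut at about 20% in these data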;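 note: peak over basal fluorescence ratio from a 100 s FLIPR kinetic read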
Starred values were filed as active, the others as inactive; / = no result given.

Every second line gives: TAAR1 antag	TAAR1 agonist	CHO parental Ca	M1 ag	V1aR counter	CHRM1 antagonist	OXTR potentiator	CHRM1 PAM	OXTR agonist
- Cc1cccc(CSc2ncc(CO)n2C)c1
  -16	12	-9	-4	0.1	17	-14	-3	0.2
- CC(C)CC(C(=O)NC(C)(C)C)N(Cc1ccccc1Cl)C(=O)c1snc(C(N)=O)c1N (stereo not drawn)
  -1	4	/	-8	/	9	/	-10	/
- O=C(CS(=O)(=O)c1ccccc1)N1CCCCCC1
  4	7	-8	-5	0.5	-22	-7	7	-0.1
- C=CCOn1c(=O)c(-c2ccc(Br)cc2)[n+]([O-])c2ccccc21
  -2	8	-9	-3	0.6	-4	-10	6	-1.1
- CCCN1CCOC(CC(=O)Nc2ccc([N+](=O)[O-])cc2)C1=O (stereo not drawn)
  -3	9	-3	-3	0.9	6	-4	0	0.7
- COc1cc(OC)c(C(=O)NCc2ccco2)cc1OC
  -18	-1	-11	-2	0.0	-3	5	1	0.5
- CCN1CCN(c2ccc(S(=O)(=O)N3CCOCC3)cc2NC(=O)c2ccc(C)cc2C)CC1
  1	1	-16	-5	0.5	-3	1	4	1.3
- Cc1cscc1NC(=O)/C=C/C(=O)O
  -18	3	-14	-3	-0.2	-8	-10	10	-1.6
- Oc1ccc(C2=NN(c3ccccc3)C(c3ccc(F)cc3)C2)cc1 (stereo not drawn)
  -1	2	58*	-4	0.5	-8	-3	-3	-0.3
- COc1cc(OC)cc(C(=O)N2CCC(N3CCN(c4ccccc4OC)CC3)CC2)c1
  -10	0	-18	-13	0.4	-9	-11	9	-0.8
- Cc1nc(N2CCOCC2)c2cc(-c3ccccc3)sc2n1
  2	-1	-46	-4	-1.9	2	2	4	-2.9
- CCOC(=O)c1cn2nc(Oc3ccc(NC(C)=O)cc3)ccc2n1
  -4	3	-6	-3	-0.4	-9	-8	5	-1.3
- CCCc1nnc(NC(=O)CC(=O)Nc2ccccc2C(=O)O)s1
  9	6	3	3	0.3	-7	1	12	0.2
- CCn1c(=O)c2cc(C(=O)Nc3ccc(OC)cc3OC)sc2c2ccccc21
  6	0	-5	-3	0.5	-8	-8	7	1.4
- CSCC[C@H](NC(=O)COc1cc2c(c3oc(=O)c(C)c(C)c13)CCC(C)(C)O2)C(=O)O
  -12	0	0	-3	1.4	-7	-8	9	-0.1
- CN(C(=O)COC(=O)c1cccc(S(=O)(=O)N2CCCCCC2)c1)c1ccccc1
  -15	6	/	-3	/	-10	/	0	/
- CCOc1cc(/C=N/N=C2/NC(=O)C(CC(=O)O)S2)ccc1OCc1ccccc1Cl (stereo not drawn)
  -9	10	0	-8	-0.9	0	-5	13	-2.1
- O=C1CC(c2cccs2)CC(O)=C1C=NCCN1CCNCC1 (stereo not drawn)
  4	2	-9	17*	0.7	32*	-8	-8	0.7
- CCCN(C(=O)COC(=O)CCC(=O)c1ccccc1)c1c(N)n(Cc2ccccc2)c(=O)[nH]c1=O
  -14	1	/	-3	/	-12	/	8	/
- O=C(c1cccc(C(F)(F)F)c1)N1CCN(S(=O)(=O)c2ccc(Cl)s2)CC1
  2	-1	-18	1	-0.3	-7	-8	3	-0.4
- Cn1c(C(=O)OC(C(=O)NC2CCCC2)c2ccncc2)cc2sccc21 (stereo not drawn)
  -35	-1	-15	-2	-0.7	-8	-2	3	-0.7
- Cc1cccc(/C=N/NC(=O)c2cc3c(s2)-c2ccccc2CC3)c1
  7	0	-15	-4	-1.3	-11	-14	3	-0.3
- COc1cccc(-n2nnnc2SCC(=O)Nc2ccccc2OC)c1
  -4	-1	-11	-2	1.1	-22	-8	12	-0.4
- COc1ccc2c(c1)N(C(=O)CSc1n[nH]c(C)n1)C(C)(C)C=C2C
  -6	6	6	3	-0.3	-23	-9	15	-1.7
- COc1ccc(/C=C(/NC(=O)c2ccc(OC)c(OC)c2)C(=O)NCCCn2ccnc2)cc1
  6	-1	4	-8	0.2	-6	-2	10	1.0
- CCCCC1CCC(C(=O)N(CC(C)C)c2c(N)n(CCCC)c(=O)[nH]c2=O)CC1 (stereo not drawn)
  5	-1	-9	-1	-0.2	1	-7	5	-1.7
- O=C(Nc1cc(S(=O)(=O)N2CCOCC2)ccc1Cl)C1CCC1
  -31	1	-10	-2	-0.4	27*	-3	-8	1.2
- O=c1ccc(-c2ccc(S(=O)(=O)N3CCN(c4cccc(Cl)c4)CC3)o2)n[nH]1
  6	0	-10	2	0.0	10	-9	0	0.6
- CCC(C)[C@H](N)c1cn([C@@H](CCCCN)C(=O)N2CCNCC2)nn1 (stereo partly drawn)
  2	1	0	-3	0.9	-5	-4	10	0.2
- CCOC(=O)c1c(C2COc3ccccc3O2)csc1NC(=O)c1ccco1 (stereo not drawn)
  -16	10	-5	-5	-0.4	5	-6	-3	0.2
- CCOC(=O)CNC(=O)C(CO)NC(=O)OCc1ccccc1 (stereo not drawn)
  -8	4	-8	-5	-1.1	-13	-13	9	-0.5
- COc1ccc(CC(O)CO)cc1OCc1ccccc1 (stereo not drawn)
  -11	2	/	-4	/	-11	/	6	/
- CCOC(=O)c1c(NC(=O)COC(=O)c2ccc(Cl)nc2)sc(C(=O)N(C)C)c1C
  -24	3	-16	-2	-1.0	-4	-2	7	-3.0
- CCOC(=O)C1=C(C)N=C2SCCC(=O)N2C1c1cccs1 (stereo not drawn)
  -6	1	-9	-7	-0.3	-15	-9	1	-1.7
- CCC(CC)NC(=O)Cn1c(C(C)NC(C)=O)nc2ccccc21 (stereo not drawn)
  -9	-1	-5	-4	0.5	-5	-4	4	-0.7
- COc1ccc(-c2nc(CS(=O)CC(=O)NCc3ccccc3)c(C)o2)cc1OC (stereo not drawn)
  -19	1	-13	-3	-0.9	-16	-3	12	-2.3
- COc1ccc(OC)c(C(c2c(C)[nH][nH]c2=O)c2c(C)[nH][nH]c2=O)c1
  0	4	1	2	0.0	0	-11	8	1.2
- CN(C)CCn1c2c(c(SCC(=O)Nc3cccc4ccccc34)nc1=O)CCC2
  -10	2	-20	-8	-1.3	-4	-8	1	-0.8
- CCN1CCN(S(=O)(=O)c2ccc(OC)c(NC(=O)c3ccccc3F)c2)CC1
  -17	1	-10	-7	-1.4	-10	4	8	-1.7
- CC(C)(O)C#Cc1ccc(C(=O)Nc2ccc3c(c2)OCO3)s1
  -14	2	13	-1	0.9	11	-22	-1	1.2
- CCCCCCCC1=CC2=CC(=O)C(C)(OC(C)=O)C(=O)C2=CN1CCc1ccccc1 (stereo not drawn)
  /	/	-26	/	-0.7	/	-3	/	-1.5
- COc1ccc(C(C)(O)c2nc(-c3ccc(F)c(Cl)c3)cs2)cc1 (stereo not drawn)
  -9	0	/	-3	/	-12	/	1	/
- CCc1ccccc1C1C(=O)c2ccccc2C1=O
  -18	0	-5	-3	-0.1	-14	-1	7	0.0
- O=C(CCNC(=O)C1CCN(S(=O)(=O)c2ccc(F)cc2)CC1)Nc1nccs1
  3	7	-9	1	0.2	-2	-7	4	-0.9
- CN1CCN(c2ccc(C(=O)c3ccccc3)cc2[N+](=O)[O-])CC1
  -11	7	-16	-8	2.2	-7	-12	-1	3.4
- O=S(=O)(CC(CN1CCCCC1)N1CCCCC1)c1ccccc1 (stereo not drawn)
  1	11	1	-12	-0.6	6	-9	-5	0.3
- COc1cc(NC(=O)COc2ccc3c(C)cc(=O)oc3c2C)cc(OC)c1OC
  -5	0	-8	-3	1.9	8	-3	-2	0.2
- Cc1cnc(C)c(Nc2nc(C(N)Cc3ccc(C(F)(F)F)cc3)cs2)n1 (stereo not drawn)
  -7	26	/	2	/	-8	/	8	/
- COc1ccc(NC(=S)N/C(=N/S(=O)(=O)c2ccc(C)cc2)c2ccccc2)cc1
  -17	2	4	-2	-0.3	-7	-4	7	0.9
- CCN(CC)c1ccc(S(=O)(=O)Nc2cc(Cl)ccc2Cl)cc1NC(=S)NC(=O)C1CCCC1
  24	-1	-11	-7	1.3	-1	-17	1	-1.2
- CC(C)/C=N/Nc1nc2c(c(=O)n(C)c(=O)n2C)n1C
  -16	1	-12	-2	-0.4	-20	-12	11	-2.1
- CCCNC(=O)C1(C)CCN(Cc2cc(C(F)(F)F)ccc2Cl)C1 (stereo not drawn)
  -21	-2	/	-6	/	-6	/	2	/
- C/C(=N\NC(=O)c1nn(C)cc1Br)c1ccncc1
  7	3	-1	-5	0.6	-10	-6	4	1.1

Grouped by structure: those above containing a Cl atom (nine)
Every second line gives: TAAR1 antag	TAAR1 agonist	CHO parental Ca	M1 ag	V1aR counter	CHRM1 antagonist	OXTR potentiator	CHRM1 PAM	OXTR agonist
- CC(C)CC(C(=O)NC(C)(C)C)N(Cc1ccccc1Cl)C(=O)c1snc(C(N)=O)c1N (stereo not drawn)
  -1	4	/	-8	/	9	/	-10	/
- CCOc1cc(/C=N/N=C2/NC(=O)C(CC(=O)O)S2)ccc1OCc1ccccc1Cl (stereo not drawn)
  -9	10	0	-8	-0.9	0	-5	13	-2.1
- O=C(c1cccc(C(F)(F)F)c1)N1CCN(S(=O)(=O)c2ccc(Cl)s2)CC1
  2	-1	-18	1	-0.3	-7	-8	3	-0.4
- O=C(Nc1cc(S(=O)(=O)N2CCOCC2)ccc1Cl)C1CCC1
  -31	1	-10	-2	-0.4	27*	-3	-8	1.2
- O=c1ccc(-c2ccc(S(=O)(=O)N3CCN(c4cccc(Cl)c4)CC3)o2)n[nH]1
  6	0	-10	2	0.0	10	-9	0	0.6
- CCOC(=O)c1c(NC(=O)COC(=O)c2ccc(Cl)nc2)sc(C(=O)N(C)C)c1C
  -24	3	-16	-2	-1.0	-4	-2	7	-3.0
- COc1ccc(C(C)(O)c2nc(-c3ccc(F)c(Cl)c3)cs2)cc1 (stereo not drawn)
  -9	0	/	-3	/	-12	/	1	/
- CCN(CC)c1ccc(S(=O)(=O)Nc2cc(Cl)ccc2Cl)cc1NC(=S)NC(=O)C1CCCC1
  24	-1	-11	-7	1.3	-1	-17	1	-1.2
- CCCNC(=O)C1(C)CCN(Cc2cc(C(F)(F)F)ccc2Cl)C1 (stereo not drawn)
  -21	-2	/	-6	/	-6	/	2	/
